# Screens: PubChem BioAssay, Broad Institute
# CFTR F508del cor: CFTR F508del correction in bronchial cells. CFBE cells, YFP halide quenching; stimulated with forskolin plus potentiator P3; % fluorescence drop versus neutral controls. activity (quench increase), % at 7.58 µM. actives 0.36% (n = 350,000). AID 720511;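 active = mean added fluorescence quench of at least 8% versus neutral control, with both replicates also reaching 8%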;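 note: cells transiently co-express mutant CFTR-F508del with the halide-sensitive YFP; corrector assay measuring rescue of mutant channel to the surface after 24 h compound exposure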
# miR122 inh: inhibitors of miR-122 in Huh7 cells; actives 0.3% (n = 340,000); Huh7 miR-122 Renilla luciferase sensor, 48 h; neutral wells = 0, positive control = 100; activation (reporter increase), % at 12.5 µM;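 active = mean replicate activation score at least 90 and every replicate individually at or above 90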;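 note: higher luciferase means less miR-122 activity so hits act as miR-122 inhibitors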
# GSIS activator: GLuc luminescence reporter in INS-1E cells, primary screen for activators of glucose-dependent secretion of insulin; INS-1E GLuc reporter insulin secretion, 2-3 h; actives 0.61% (n = 370,000); activation, % at 16.6 µM;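 active = lowest replicate activation of at least 40%, so every replicate reaches that level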;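 note: 0% = median of neutral control wells and 100% = median of IBMX positive control wells; some compounds called inactive have numbers as strong as hits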
# Statin myotox sup: suppression of simvastatin myotoxicity | C2C12 myotubes + simvastatin, ATP luminescence, 48 h; scaled: DMSO 0, geranylgeraniol control 100 | rescue of ATP level, % at 7.49 µM | actives 0.78% (n = 330,000) | AID 602340;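 active = mean ATP rescue above about 67%, or every replicate alone reaching that limit, limit read from the data, passing the limit was not always enough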;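 note: myotubes were challenged with 10 µM simvastatin during compound exposure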
# FN deposition inh: fibronectin deposition inhibition; AH1F fibroblasts, Alexa488-fibronectin deposition fluorescence, overnight; actives 0.086% (n = 350,000); inhibition, % at 12.6 µM;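 active = mean inhibition across replicates of 30% or more, regardless of how many single replicates reach that level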;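 note: positive control wells lacked labelled fibronectin entirely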
#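 Assay system: AH1F fibroblasts / Quantity: 10000 cells per well / Medium: DMEM plus 2% serum, read in PBS / Reagent: labelled fibronectin 24 nM / Dosing: single dose, pinned / Times: 1 h cell attachment, overnight exposure to compound and label / Signal: fluorescence, ex 485 nm, em 525 nm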
# PglD inh: PglD (C. jejuni) enzyme inhibition; purified PglD enzyme, DTNB colorimetric CoA detection; inhibition, % at 12.5 µM; AID 602405; actives 0.098% (n = 360,000); in the data active = inhibition above about 16%, passing the limit was not always enough; note: strong numbers were not always called active
# Cneo AK release: causes C. neoformans cell lysis; adenylate kinase release luminescence, 4 h; normalised: neutral wells 0, clomiphene wells 100; lysis activity, % at 15 µM; actives 0.2% (n = 360,000);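 active = mean lysis activity across replicates of at least 80%, whatever share of replicates individually reach that level; inactive = mean lysis activity below 80%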
#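 read-out = cell lysis signal | test system = log-phase Cryptococcus neoformans yeast cells | input = cells at 5 × 10^6 per mL | medium = fresh YPD growth medium | signal = luminescent adenylate kinase detection reagent | timing = 4 h at 37 °C static, read 1 h later | dosing = single dose | controls = Clomiphene as positive lysis control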
# PGC1a acetyl inh: PGC1a acetylation modulation, inhibitor mode. U2OS PGC1a acetylation, AlphaScreen anti-acetyl-lysine; with virally co-expressed GCN5 acetyltransferase. actives 0.17% (n = 350,000). inhibition, % at 15.6 µM;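 active = every replicate shows inhibition of at least 40%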;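 note: 0% = neutral control wells and 100% = positive control wells; some results beyond the cut were filed as inactive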
# * = called active by the depositor; / = not tested or not shown; & = joins results of further samples; [ ] = dose if it differs, or a comment.
# Abbreviations: A = CFTR F508del cor; B = miR122 inh; C = GSIS activator; D = Statin myotox sup; E = FN deposition inh; F = PglD inh; G = Cneo AK release; H = PGC1a acetyl inh
molecule: COc1ccccc1CNC(=O)C[C@H]1CC[C@H]2[C@@H](COc3ccc(NC(C)=O)cc3C(=O)N2C)O1
  A: 1.0; B: -6.7[16.7 µM]; C: 3.9; D: -20.1; E: -4.5; F: -0.4; G: -1.4; H: 3.6
molecule: COc1ccccc1N(CC(=O)NC1CCCCC1)C(=O)CNC(=O)c1cccs1
  A: -3.6; B: 15.8; C: -0.6; D: 0.3; E: -0.1; F: 3.7; G: -2.1; H: -5.1
molecule: Cc1ccccc1C(=O)NC=C1C(=O)OC(C)(C)OC1=O
  A: -1.6; B: -2.4; C: -0.3; D: 5.5; E: 4.6; F: 0.0; G: -0.5; H: 6.9
molecule: Cc1noc(C)c1C(=O)N1CCC1(C)C(=O)NS(=O)(=O)c1ccccc1C(F)(F)F (stereo not drawn)
  A: 1.5; B: 5.9; C: 2.9; D: -10.5; E: -4.8; F: -2.5; G: -0.3; H: 9.2
molecule: COc1cccc(-c2nc(CS(=O)CC(=O)NCc3ccccc3Cl)c(C)o2)c1 (stereo not drawn)
  A: -3.8; B: -3.2; C: /; D: 5.5; E: 3.6; F: -0.1; G: 3.0; H: 7.5
molecule: Cc1ccc(C)c(NC(=S)NCc2ccccc2)c1
  A: 0.5; B: 15.3; C: 4.2; D: -4.5; E: -0.9; F: -2.9; G: -2.6; H: -4.7
molecule: CNC(=O)C(Sc1nc(C)nc2c1oc1ccccc12)C(C)=O (stereo not drawn)
  A: /; B: 1.0; C: 3.4; D: -1.9; E: 7.1; F: 14.7; G: 1.4; H: 5.3
molecule: CC(=O)Nc1cccc(/C(C)=N/Nc2ccc(S(=O)(=O)Nc3ccccc3C(=O)O)cc2[N+](=O)[O-])c1
  A: -0.2; B: 1.5; C: -4.4; D: 22.7; E: -5.4; F: 3.6; G: -2.0; H: 1.0
molecule: CCC(=O)N1C[C@@H](C)[C@H](OC)CN(C)C(=O)c2ccc(NC(=O)NC(C)C)cc2OC[C@H]1C
  A: 1.0; B: 40.3[16.7 µM]; C: 0.9; D: 10.8; E: -2.1; F: -4.3; G: 0.2; H: 2.3
molecule: O=C(C[C@@H]1CC[C@H](NC(=O)c2cccnc2)[C@@H](CO)O1)NCc1ccncn1
  A: -0.3; B: /; C: 7.1; D: -2.6; E: /; F: -0.4; G: -2.3; H: 0.5
molecule: CCNC(=O)COC(=O)c1cc(C)n(-c2ccccc2)c1C
  A: 0.4; B: /; C: 6.8; D: /; E: -10.1; F: /; G: /; H: 10.2
molecule: C[C@@H]1CN([C@H](C)CO)C(=O)Cc2cc(NC(=O)Cc3cn(C)c4ccccc34)ccc2O[C@H]1CN(C)Cc1ccc(-c2ccccc2)cc1
  A: 2.7; B: 5.1[16.7 µM]; C: -30.2; D: 93.0*; E: /; F: /; G: /; H: -7.5
molecule: CC(C)NC(=O)Nc1ccc2c(c1)C(=O)N([C@@H](C)CO)C[C@@H](C)[C@H](CN(C)S(=O)(=O)c1ccc(Cl)cc1)OCCCC[C@@H](C)O2
  A: 1.6; B: -1.6[16.7 µM]; C: 0.5; D: /; E: 8.8; F: 1.7; G: -4.0; H: -7.3
molecule: Cn1cnc2c1c(=O)n(Cc1ccc(Cl)cc1Cl)c(=O)n2C
  A: 0.0; B: -3.2; C: -5.9; D: 17.5; E: 5.0; F: 1.0; G: -7.0; H: 9.9
molecule: COC(=O)c1cnc(Nc2ccc(Cl)cc2)c([N+](=O)[O-])c1
  A: -2.2; B: -5.1; C: 7.0; D: 5.9; E: -8.1; F: -7.6; G: 1.6; H: -1.9
molecule: O=C(Nc1ccc(Cl)cn1)C1C(c2ccccc2)C1(Cl)Cl (stereo not drawn)
  A: -3.4; B: -1.5; C: -27.8; D: 13.4; E: -3.7; F: 0.9; G: 3.8; H: -34.3
molecule: Cc1ccc(N=Nc2c(=O)[nH]n3c(=O)cc(C)[nH]c23)cc1
  A: /; B: -11.4; C: /; D: 1.0; E: /; F: -6.6; G: -2.1; H: 2.7
molecule: CCC1CCCCN1CCCNC(=O)c1nn(C)c2c1CS(=O)(=O)c1ccccc1-2 (stereo not drawn)
  A: 0.6; B: -8.8; C: 1.9; D: 7.5; E: -7.0; F: -2.2; G: -2.4; H: -9.3
molecule: Cc1csc(=O)n1CC(=O)Nc1nc2ccccc2s1
  A: -1.1; B: -5.0; C: -7.2; D: -13.2; E: -1.6; F: -2.4; G: -0.4; H: 9.0
molecule: C[C@@H]1CN([C@H](C)CO)C(=O)c2cc(-c3ccc(F)cc3)cnc2O[C@H]1CN(C)C(=O)c1ccc(F)cc1
  A: -1.9&0.5&-1.9; B: 5.2; C: 13.4&-1.1; D: -11.6&1.4&-4.4; E: -4.9&-11.7; F: 2.6&-2.6&-0.9; G: -0.1&23.8&-2.6; H: 7.4&4.4
molecule: O=C(c1ccncc1)N1CCCCN2[C@@H](CO)[C@@H](c3ccc(-c4ccccc4)cc3)[C@@H]2C1
  A: 2.2; B: 7.6[16.7 µM]; C: -2.6; D: /; E: /; F: -1.7; G: 0.3; H: 6.6
molecule: CCCC(=O)Nc1ccc2c(c1)OC[C@H](C)N(C)C[C@H](C)[C@H](OC)CN(C)C2=O
  A: /; B: 0.7[16.7 µM]; C: 2.7; D: 7.0; E: -11.0; F: -2.9; G: -11.1; H: /
molecule: C[C@@H]1CN([C@H](C)CO)S(=O)(=O)c2ccc(-c3ccccc3)cc2O[C@@H]1CN(C)C(=O)Cc1ccccc1
  A: /; B: -18.1[16.7 µM]; C: -26.2; D: -57.3; E: 5.1; F: 0.4; G: -12.1; H: -12.1
molecule: O=C(Nc1ccc(Cl)cc1)c1ccc2sc([C@@H]3O[C@H](CO)[C@@H](O)[C@H]3O)nc2c1
  A: -0.2; B: /; C: 10.4; D: -7.8; E: 11.1; F: 2.4; G: -7.6; H: /
molecule: Cc1ccc(NC(=O)COC(=O)c2cccnc2)c(C)c1
  A: 2.0; B: /; C: -0.8; D: /; E: 4.5; F: /; G: /; H: -2.3
molecule: CCN(CC)C(=O)CSC(Nc1ccc(F)cc1)=C(C#N)C#N
  A: 4.1; B: 15.9; C: /; D: /; E: -5.3; F: -1.8; G: -0.2; H: -7.0
molecule: C[C@H](CO)N1C[C@H](C)[C@@H](CN(C)C(=O)C2CCOCC2)Oc2ncc(-c3ccccc3F)cc2C1=O
  A: 1.1; B: 8.5[16.7 µM]; C: 21.7; D: -29.5; E: /; F: 3.4; G: -4.8; H: -8.6
molecule: CC(C(=O)O)n1nnc2ccccc21 (stereo not drawn)
  A: -0.5; B: -2.4; C: 16.8; D: /; E: 5.4; F: 7.1; G: -0.6; H: -1.4
molecule: Cc1noc(C)c1NC(=O)N(C)C[C@@H]1OCCCC[C@H](C)Oc2ccc(NC(=O)NC(C)C)cc2C(=O)N([C@@H](C)CO)C[C@@H]1C
  A: -0.3; B: 3.3[16.7 µM]; C: 17.1; D: /; E: /; F: -3.8; G: -2.7; H: -0.1
molecule: Cc1ccccc1CNc1ccc(C(CC(N)=O)NC(=O)c2ccc(Br)cc2)cc1[N+](=O)[O-] (stereo not drawn)
  A: 1.5; B: -5.2; C: 2.7; D: -2.5; E: 7.0; F: -2.8; G: 0.7; H: -5.3
molecule: C[C@@H]1CN([C@@H](C)CO)C(=O)c2cc(NC(=O)Cn3cnnn3)ccc2O[C@H]1CN(C)Cc1ccncc1
  A: 0.9; B: 0.3[16.7 µM]; C: 18.1; D: -26.1; E: /; F: 0.8; G: 51.6; H: 5.7

# Individual results from the results shown.
# Reading for O=C(C[C@@H]1CC[C@H](NC(=O)c2cccnc2)[C@@H](CO)O1)NCc1ccncn1 in GSIS activator: 7.1
# Reading for Cc1noc(C)c1C(=O)N1CCC1(C)C(=O)NS(=O)(=O)c1ccccc1C(F)(F)F (stereo not drawn) in PGC1a acetyl inh: 9.2

# An excerpt from above in order of their number in GSIS activator, falling.
Structure	CFTR F508del cor	miR122 inh	GSIS activator	PglD inh	PGC1a acetyl inh
O=C(Nc1ccc(Cl)cc1)c1ccc2sc([C@@H]3O[C@H](CO)[C@@H](O)[C@H]3O)nc2c1	-0.2	/	10.4	2.4	/
Cc1ccc(NC(=O)COC(=O)c2cccnc2)c(C)c1	2.0	/	-0.8	/	-2.3
O=C(c1ccncc1)N1CCCCN2[C@@H](CO)[C@@H](c3ccc(-c4ccccc4)cc3)[C@@H]2C1	2.2	7.6[16.7 µM]	-2.6	-1.7	6.6
C[C@@H]1CN([C@H](C)CO)S(=O)(=O)c2ccc(-c3ccccc3)cc2O[C@@H]1CN(C)C(=O)Cc1ccccc1	/	-18.1[16.7 µM]	-26.2	0.4	-12.1
